# NPY Y1 blocker – antagonists of human neuropeptide Y receptor Y1; AID 1040; inhibition, % at 3.6 µM; HEK293-CNG Y1 cells, membrane potential fluorescence; NPY at EC95, then isoproterenol; P25929; actives 1% (n = 200,000);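 active = inhibition above the campaign mean inhibition of all tested compounds plus 3 SD, cut at about 20% in these data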;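 note: 0% = DMSO wells given NPY plus isoproterenol and 100% = isoproterenol alone without NPY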
#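 Material: HEK293 Y1/CNG channel cell line; also added: NPY (25 nM), isoproterenol (1 µM), Ro 20-1724 (25 µM); doses: one concentration, 3.6 µM, in 0.4% DMSO; schedule: compound incubation 1 h at room temperature, readout 45 min post-stimulation; technique: membrane potential fluorescence; measure: fluorescence ratio normalized to % inhibition between controls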
# NPY1 pot ag – potentiates or activates human NPY-Y1 receptor. activation, % at 3.6 µM. NPY-Y1 expressing cells, potentiator/agonist activation. P25929. actives 0.37% (n = 220,000); in the data active = activation above about 33%, passing the limit was not always enough;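 note: cells stimulated with NPY at EC10 then isoproterenol at EC100; 0% = low agonist plus stimulus and 100% = saturating agonist plus stimulus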
# Ba/F3 V617F tox – loss of viability in JAK2V617F-driven Ba/F3 cells; inhibition, % at 5.6 µM; actives 1.1% (n = 220,000); Ba/F3 EpoR-JAK2V617F viability, ATP luminescence;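 active = inhibition above the campaign mean plus 3 SD over all tested compounds, cut at about 24% in these data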;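 note: cytokine-independent growth of Ba/F3 cells driven by EpoR plus mutant JAK2; 0% = DMSO-treated cells and 100% = JAK inhibitor I control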
# BaF3 parental – counter-screen for JAK2V617F inhibitors: parental Ba/F3 viability inhibitors; CellTiter-Glo ATP luminescence; inhibition, % at 5.6 µM; actives 1.1% (n = 220,000);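 active = inhibition above a per-campaign cutoff, the mean inhibition of all tested compounds plus 3 SD, cut at about 27% in these data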;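 note: 0% = DMSO wells and 100% = JAK Inhibitor I control wells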
# NPY-Y2 PAM-ag – potentiators or agonists of human neuropeptide Y receptor Y2; cells expressing NPY-Y2, potentiator/agonist read-out; activation, % at 3.6 µM; actives 0.45% (n = 220,000); in the data active = activation above about 27%;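 note: cells stimulated with NPY near EC25 plus isoproterenol at EC100; 0% = vehicle plus submaximal agonist and 100% = vehicle plus saturating agonist; some results beyond the cut were filed as inactive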
# S1P4 antag – human S1P4 receptor antagonism. O95977. S1P4-expressing cells, antagonist mode, reporter read-out. inhibition, % at 4.98 µM. actives 0.26% (n = 220,000). AID 1510; in the data active = inhibition above about 29%;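 note: 0% = wells stimulated with agonist and 100% = vehicle wells without agonist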
# Target sequence (O95977 whole entry, looked up): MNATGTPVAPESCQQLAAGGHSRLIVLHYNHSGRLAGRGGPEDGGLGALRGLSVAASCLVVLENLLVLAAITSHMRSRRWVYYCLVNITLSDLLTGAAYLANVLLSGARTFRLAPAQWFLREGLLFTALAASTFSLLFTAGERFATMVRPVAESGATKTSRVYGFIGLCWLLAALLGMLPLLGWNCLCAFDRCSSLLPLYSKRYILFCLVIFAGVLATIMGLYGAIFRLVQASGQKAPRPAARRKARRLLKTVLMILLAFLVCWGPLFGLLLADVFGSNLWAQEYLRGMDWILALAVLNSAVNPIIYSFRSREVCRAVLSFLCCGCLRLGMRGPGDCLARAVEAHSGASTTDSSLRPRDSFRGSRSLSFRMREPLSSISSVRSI
# S1P4 agonist – agonists of human S1P4 receptor; O95977; S1P4-expressing cell line, agonist reporter assay; activation, % at 4.98 µM; actives 0.35% (n = 220,000); in the data active = activation above about 11%;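 note: 0% = DMSO vehicle and 100% = reference agonist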
# p47phox inh – inhibitors of human p47phox binding; p47phox/p22phox peptide binding, fluorescence polarization, 2 h; actives 0.53% (n = 220,000); P14598; inhibition, % at 24.7 µM;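 active = inhibition above about 30%, limit read from the data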;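 note: 0% = p47phox with labelled peptide and 100% = labelled peptide alone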
# Target sequence (P14598 whole entry, looked up): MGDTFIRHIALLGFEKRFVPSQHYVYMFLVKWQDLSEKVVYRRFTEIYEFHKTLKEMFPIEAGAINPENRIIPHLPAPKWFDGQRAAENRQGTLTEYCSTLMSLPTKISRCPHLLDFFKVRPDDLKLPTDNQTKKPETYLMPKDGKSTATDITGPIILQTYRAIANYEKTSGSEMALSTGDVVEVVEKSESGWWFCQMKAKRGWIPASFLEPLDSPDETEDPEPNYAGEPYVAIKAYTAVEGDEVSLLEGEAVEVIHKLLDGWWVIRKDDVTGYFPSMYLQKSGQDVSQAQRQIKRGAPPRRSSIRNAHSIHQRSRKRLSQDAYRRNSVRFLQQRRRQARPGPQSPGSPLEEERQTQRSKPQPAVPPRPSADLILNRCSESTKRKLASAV
# CHOP inhibitor – blocks CHOP induction under ER stress; actives 3.8% (n = 220,000); AID 2732; inhibition, % at 10 µM; CHO-K1 CHOP-promoter luciferase, tunicamycin-induced, 15-18 h;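 active = compounds that reduced the stress-induced luciferase reporter signal by more than about 70% of percent inhibition, limit read from the data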;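 note: 0% = tunicamycin plus vehicle and 100% = wells without tunicamycin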
# An asterisk follows results filed as active; · = no result given.
SMILES,NPY Y1 blocker,NPY1 pot ag,Ba/F3 V617F tox,BaF3 parental,NPY-Y2 PAM-ag,S1P4 antag,S1P4 agonist,p47phox inh,CHOP inhibitor
Cc1nc2sc(C(=O)OC(C)C)c(N)c2c(C)c1C,-2,12,-3,4,-5,-19,0.1,-4,-15
CCN(CC)S(=O)(=O)c1cccc(C(=O)NC(Cc2c[nH]c3ccccc23)c2nnc3n2CCC3)c1 (centres undefined),-4,-22,-2,-1,-7,-24,-0.8,-9,17
Cc1cc(=O)[nH]c(SCC(=O)NC(C)C2CC3CCC2C3)c1C#N (centres undefined),1,-1,5,8,-2,0,0.6,-4,-11
CCc1nnc(NC(=O)C2CC(=O)N(c3ccc(C)cc3)C2)s1 (centres undefined),7,8,-1,2,-7,-8,0.2,-1,11
CCOc1cc(/C=C(/NC(C)=O)C(=O)O)cc(Cl)c1OCc1cccc(Br)c1,·,-7,-2,2,-15,-9,0.0,-14,-11
CN(C)S(=O)(=O)N1CCN(CC(=O)Nc2cc(Cl)ccc2Cl)CC1,10,5,-2,6,9,-8,-4.3,0,-12
NC(=O)c1c(NC(NC(=O)c2ccco2)(C(F)(F)F)C(F)(F)F)sc2c1CCCC2,-2,4,-3,1,1,-3,-1.7,-9,61
O=C(CSc1ncc(-c2ccccc2)[nH]1)Nc1ccccc1F,3,-12,1,2,-12,-21,2.3,-8,-6
COc1cc2oc3cc(C)oc(=O)c3c2cc1OC,·,-2,-3,-2,-2,0,-0.4,8,11
CC(C)c1ccc(S(=O)(=O)c2cc3cc(Br)ccc3oc2=O)cc1,0,3,-2,4,11,1,4.8,-7,89*
COc1ccc(C(=O)NCCSCc2ccc(C)cc2)cc1,-3,-13,-3,-4,-2,-3,-0.2,0,18
CC(=O)c1ccc(NS(=O)(=O)c2ccc(C)cc2)cc1,4,-14,-5,0,10,4,-1.3,4,24
O=C(C1CCCN(Cc2nc(-c3ccc(Cl)cc3)no2)C1)N1CCOCC1 (centres undefined),-1,12,0,8,4,-5,0.4,-1,5
CC(C)NC(=S)NC(=O)/C=C/c1cccc2ccccc12,0,-2,3,3,0,-36,-0.3,4,86*
CC(C)n1nnnc1SCC(=O)N1CCN(C(=O)c2ccco2)CC1,2,12,-1,2,9,-15,0.4,-20,-9
Cc1c(C(=O)NCc2ccoc2)oc2ccc3c(c12)C(=O)CC(C)(C)O3,1,-15,-5,2,0,-9,0.8,4,17
O=C(COC(=O)C1CCN(S(=O)(=O)c2ccc3c(c2)OCCO3)CC1)Nc1ccc(C(F)(F)F)cc1,3,-24,2,5,-7,-12,-0.1,-11,19
COc1ccc(C2(CNC(=O)c3cccs3)CCOCC2)cc1,2,0,3,3,-5,-1,0.2,-5,13
CCc1ccc(-c2c(C)sc(NC(C)=O)c2C(N)=O)cc1,-5,-8,-2,0,20,-14,0.8,-3,37
CCOc1ccc(CN2CCN(Cc3nc4c(s3)CCCC4)CC2CCO)cc1 (centres undefined),4,-10,2,8,-5,3,-0.5,-2,25
Cc1ccc(S(=O)(=O)NC(CC(C)C)C(=O)N2CCC(C)CC2)cc1 (centres undefined),-3,15,1,8,2,-12,2.2,-9,4
CCCNC(=O)Nc1nccs1,-3,8,1,2,-3,-16,0.4,-12,30
COc1ccc(/C=N/NC(=O)c2ccccc2O)cc1Cn1cc([N+](=O)[O-])cn1,·,-3,-3,-2,-24,-9,1.5,-20,-38
COc1cc2cc(C)c(SCC(=O)N3CCN(C(=O)c4ccco4)CC3)nc2cc1OC,·,2,2,-6,-5,-17,-0.6,-18,16
Clc1cc(CSc2ccccc2)nc(-c2ccccc2)n1,6,8,-3,4,0,-39,5.5,-13,47
N#C/C(=C\c1c(N2CCC(C(N)=O)CC2)nc2ccccn2c1=O)S(=O)(=O)c1ccccc1,-3,-7,4,11,-2,-5,2.1,-6,11
O=C(COc1ccc(S(=O)(=O)NCc2ccccc2)cc1)N1CCOCC1,1,12,-1,2,-13,-26,-3.1,-5,7
CCOc1ccc(C(=O)NC(=S)NC2CCCC2)cc1[N+](=O)[O-],-5,18,-3,5,10,-4,-0.1,-7,71*
O=C(COc1ccc(Cl)cc1Cl)Nc1ccccn1,7,-36,-3,2,-8,-4,-0.1,-10,100*
O=Cc1ccccc1OS(=O)(=O)c1ccccc1,2,5,-1,7,-1,-1,0.1,-4,36
O=C(COC(=O)c1cccnc1Cl)c1ccccc1,-1,-2,1,-1,-7,-19,1.2,4,23
CCCCCC(=O)c1c(C)[nH]c(C(=O)OCC)c1C,3,-11,-3,1,12,9,2.0,-3,9
C=CCc1cccc2cc(C(=O)NCc3ccc(C(=O)OCC)o3)c(=O)oc12,1,6,-3,5,-19,-16,-1.8,-5,37
CCCn1c(SCCc2ccccc2)nc2c1c(=O)[nH]c(=O)n2C,4,-17,-6,1,8,-5,-0.7,-8,6
Cn1c(SCc2nnc(-c3ccccc3Br)o2)nc2sc3c(c2c1=O)CCC3,5,-19,0,4,-13,-18,0.9,-75,27
OCCNc1cnc2ccccc2n1,3,11,-2,-3,0,-8,-0.9,7,-5
Cc1ccc(C(=O)N/C(=C/c2ccc(-c3cc(C(F)(F)F)ccc3Cl)o2)C(=O)NCc2cccnc2)cc1,-1,-26,-3,2,-19,-5,0.3,0,58
COc1ccccc1C1/C(=C(/O)c2ccc(OC(C)C)cc2)C(=O)C(=O)N1c1cc(C)on1 (centres undefined),-9,26,9,2,9,-10,2.4,54*,11
O=C(NC(=S)Nc1ccc2[nH]c(=O)[nH]c2c1)c1cncc(Br)c1,-2,-9,-2,0,6,9,-0.5,-6,18
CCOc1ccc(N(C(C)C(=O)Nc2cccnc2)S(C)(=O)=O)cc1 (centres undefined),13,18,-2,7,10,-6,1.4,12,12
COc1cc([N+](=O)[O-])ccc1NC(=O)Nc1nc2c(s1)CCCC2,-1,15,1,8,4,-6,0.4,-8,73*
CC(C(=O)NCc1ccccn1)N1C(=O)c2ccccc2C1=O (centres undefined),3,-4,1,-3,-5,-9,3.6,-6,8
CCN(CC)S(=O)(=O)c1ccc2c(c1)nc(SCC(=O)N1CCCCCC1)n2-c1ccc(OC)cc1,3,15,3,8,-5,-23,0.4,-45,17
O=C1CC(N(CCc2ccccc2)C(=S)Nc2ccccc2)C(=O)N1c1ccc(Br)cc1 (centres undefined),2,31,8,8,2,0,-4.3,-17,28
COC(=O)c1cc(Cl)c(NC(=O)c2ccc(F)cc2)cc1OC,2,0,0,4,-7,2,0.8,-4,3
CN1C=CC=C/C1=C1\SC(=S)N(N)C1=O,1,-4,4,8,-3,-15,2.7,-4,10
CCC1Oc2ccc(C)cc2N(CC(=O)NCCN2C(C)CCCC2C)C1=O (centres undefined),-2,-4,-3,5,-3,-12,0.9,-5,11
CC1CCc2nn(CC(=O)NCc3ccc4c(c3)OCO4)cc2C1 (centres undefined),14,-31,1,3,-14,-13,1.2,-7,13
Cc1cnnn1-c1cccc([N+](=O)[O-])c1,2,11,0,4,5,-9,-0.2,-3,9
Cc1cccc(NC(=O)C2CC(=O)N/C(=N/N=C/c3ccco3)S2)c1 (centres undefined),1,-18,-1,5,1,-7,-0.7,-6,7
Cc1ccccc1Cn1c(=O)sc2ccccc2c1=O,4,-2,5,10,6,-13,0.8,-11,-8
O=C(CSc1nc(-c2cccs2)cc(C(F)(F)F)n1)NCc1ccccc1,0,-1,4,5,-4,-16,-1.8,-18,-5
CC(C)C(=O)O/N=C(\N)c1ccc(Oc2ccc(Cl)cc2)c([N+](=O)[O-])c1,·,4,0,6,-23,9,-1.2,-13,13
O=C(NNC(=S)Nc1ccccc1)c1ccc(O)cc1,·,17,-1,-3,-20,-19,2.2,-11,-25
CCOC(=O)CCc1c(C)n[nH]c1C,3,-8,-3,5,2,-20,-0.6,-3,-5
CC1CCCN(Cc2nc3c(c(=O)n(C)c(=O)n3C)n2CCc2ccccc2)C1 (centres undefined),5,-1,3,5,-7,-3,0.4,-5,-8
CCOc1cc(C2CC(=O)NC3=C2C(=O)C(C(=O)OC)C(C)C3)cc(Br)c1O (centres undefined),3,-2,-1,2,13,-8,-0.2,-11,9
CSc1nc(N)nc(SCC(=O)c2ccc(C)cc2)c1C#N,6,-1,3,7,-5,-12,1.1,1,3
Cc1nc(SCC(=O)c2ccccc2)c([N+](=O)[O-])[nH]1,0,13,1,1,-9,-15,-1.6,-11,8
O=C1NC(=O)C(CC(=O)N(c2ccccc2)C2(C(=O)NC3CCCC3)CCCCC2)N1 (centres undefined),0,3,-3,0,0,-6,-0.6,-13,5
# Later entries:
SMILES,NPY Y1 blocker,NPY1 pot ag,Ba/F3 V617F tox,BaF3 parental,NPY-Y2 PAM-ag,S1P4 antag,S1P4 agonist,p47phox inh,CHOP inhibitor
COc1cccc(S(=O)(=O)Nc2ccc(C(=O)NCc3ccco3)cc2)c1,-6,-15,4,5,-6,-13,-0.1,-17,17
CC(C)(O)C(=O)NNC(=S)Nc1ccc(F)c(Cl)c1,5,5,1,5,1,-7,-1.0,9,8
C[N+](C)(C)CCOP(=O)(O)OP(=O)([O-])OC[C@H]1O[C@@H](n2ccc(N)nc2=O)[C@H](O)[C@@H]1O,-2,20,3,8,16,1,2.0,0,-4
NC(=O)CSc1nnc(-c2cccc(S(=O)(=O)N3CCCCC3)c2)o1,·,22,0,-2,16,-5,0.5,-2,12
CCC(=O)Nc1ccc(C(=O)CSc2nnc(CNc3ccc(Cl)cc3)o2)cc1OC,-15,10,3,3,16,-14,0.9,-22,48
NC(=O)c1ccc(NC(=O)COC(=O)CCc2ccc(S(=O)(=O)N3CCCCC3)cc2)cc1,4,-13,2,7,11,-9,0.6,-8,7
COc1c2c(nc3occc13)C(CC=C(C)C)(OC)C(O)CC2 (centres undefined),3,-6,-1,4,13,-8,0.4,5,12
Cc1ccc(C)c2nc(Cl)c(C#N)cc12,2,4,-3,-1,-2,-14,-0.4,-14,3
COc1ccc(NC(=O)COc2ccc(-c3nn(C)c(=O)c4ccccc34)cc2)cc1,5,-15,3,4,-5,-4,2.7,9,7
COc1ccccc1NC(=O)CCNC(=O)Cn1ccc2ccccc2c1=O,-1,6,-2,2,14,3,1.4,-5,10
COCCn1c(-c2ccccc2)cnc1SCC(=O)Nc1cccc2ccccc12,11,-26,-1,9,-10,-15,-0.3,-1,8
Nc1nc2nonc2nc1N1CCCCC1,4,2,-1,0,8,3,3.1,-2,28
COCCCNC(=O)CNC(=S)N(Cc1ccccc1)Cc1cccnc1,-1,8,-2,7,3,-11,0.7,-6,7
CCN1C(=O)/C(=C/N2CC(C)CC(C)C2)SC1=S (centres undefined),2,-1,-3,7,10,4,1.2,-11,-13
Cc1nc(C)c(C(=O)NNC(=O)Nc2ccc(Cl)cc2)s1,·,27,-7,2,11,2,0.7,-8,6
Cc1nnc(SCC(=O)Nc2ccc(Oc3ccccc3)cc2)n1N,-1,12,-1,3,6,-18,0.6,-14,10

# Reprinted from the listing (4 entries):
SMILES,NPY Y1 blocker,NPY1 pot ag,Ba/F3 V617F tox,BaF3 parental,NPY-Y2 PAM-ag,S1P4 antag,S1P4 agonist,p47phox inh,CHOP inhibitor
Nc1nc2nonc2nc1N1CCCCC1,4,2,-1,0,8,3,3.1,-2,28
COCCCNC(=O)CNC(=S)N(Cc1ccccc1)Cc1cccnc1,-1,8,-2,7,3,-11,0.7,-6,7
CCN1C(=O)/C(=C/N2CC(C)CC(C)C2)SC1=S (centres undefined),2,-1,-3,7,10,4,1.2,-11,-13
Cc1nc(C)c(C(=O)NNC(=O)Nc2ccc(Cl)cc2)s1,·,27,-7,2,11,2,0.7,-8,6

# Assay outcomes as filed in PubChem BioAssay.
